HepG2 tox = HepG2 cytotoxicity, counter-screen for TGF-b inhibitors. HepG2 CAGA-GFP viability, ATP luminescence, 18 h. Potency, µM (top dose mostly 46.1 µM), for the others: at the highest dose activity change, negative = cytotoxicity, hits mostly cytotoxic. 0.76% of 410,000 active; note: potency is the fitted concentration of half-maximal effect; some results filed as inactive show a strong effect at the top dose
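HepG2 CAGA-GFP cells (1000/well, DMEM with 1% FBS) received compound, then TGF-beta at 500 pg/mL final, and were incubated 18 hours at 37 degrees C. Viability was read by CellTiter-Glo luminescence. Media-only wells were set as complete cell-killing and DMSO as no toxicity.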
HT1080-NT tox = kills 2HG-producing HT-1080-NT fibrosarcoma cells. AID 686970. 1.6% of 360,000 active. Potency, µM (series often up to 46.1 µM), without a hit: at the highest dose activity, negative = less viability, usual class: cytotoxic. HT-1080-NT fibrosarcoma viability, CellTiter-Glo ATP luminescence, 48 h;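 note: NT is the 2HG producing partner of a matched IDH1 knockdown line; potency is the fitted concentration of half-maximal effect; 0% = DMSO-treated cells and -100% = media-only wells without cells; nearly all actives have a fitted effect of over 55% in size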
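HT-1080-NT fibrosarcoma cells (2HG-overproducing), 750 cells/well in RPMI with 5% FBS, dosed after 2 h and incubated 48 h at 37C. CellTiter-Glo luminescence normalized to DMSO and no-cell wells; concentration-response curves fitted and classed.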
IL-1B inflam inh = blocks inflammasome-driven IL-1 beta release; THP-1 LPS/ATP IL-1B secretion, AlphaLISA, 16 h; stronger effect = lower value; activity change, % at 57.5 µM; 4.7% of 360,000 active; AID 743279; in the data active = activity change below about -50%; inconclusive = mostly about -30% to -49%; note: % is set by controls: 0 for no effect and ±100 for the full control effect
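THP-1 cells pretreated 1 hr with compounds (up to 57.5 uM final), then stimulated with LPS (250 ng/mL final) plus ATP (1.25 mM final); secreted IL-1B measured by AlphaLISA after 16 hr, decreased signal indicating inhibition.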
HT1080 IDH1KD tx = HT-1080 IDH1 knockdown cell toxicity (counter line) | HT-1080 IDH1 knockdown viability, ATP luminescence, 48 h | Potency, µM (titrated, usually from 46.1 µM), for the others: at the top dose activity, negative = toxicity, actives largely listed as cytotoxic | 2% of 360,000 active | AID 686971;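 note: potency is the fitted concentration of half-maximal effect; 0% = DMSO wells and -100% = cell-free medium wells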
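After a 2 h attachment period, IDH1KD HT-1080 cells took pin-transferred compound for 48 h at 37 °C; ATP-based luminescence after 10 min room-temperature reagent incubation reported viability.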
ATXN2 expr inh = inhibitors of ATXN2 expression; HEK-293 ATXN2-luciferase reporter, luminescence, 24 h; Potency, µM (highest dose often 57 µM), inactives show at the highest dose activity change, negative = inhibition, actives largely listed as inhibitors; 0.72% of 360,000 active; AID 1745845; note: potency is the fitted concentration of half-maximal effect; % is set by controls: 0 for no effect and ±100 for the full control effect; nearly all actives have a fitted effect of over 55% in size
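qHTS (up to 57 uM final) was run with 24 h compound exposure of reporter cells at 37 °C. Each well was multiplexed: SteadyGlo luminescence measured ATXN2-luciferase expression after a fluorogenic Gly-Phe-AFC viability readout (25 uM final).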
MCF10A rerep = DNA re-replication induction in MCF 10a cells; AID 624296; 2.9% of 350,000 active; MCF 10A DNA re-replication, Hoechst nuclear intensity, 48 h; Potency, µM (top dose mostly 46.1 µM), without a hit: at the highest dose activity, positive = re-replication, most hits filed as activators; note: potency is the fitted concentration of half-maximal effect; % of control where 0% means no effect; nearly all actives have a fitted effect of over 50% in size
ATXN viability = viability counter-screen for ATXN expression inhibitors; Potency, µM (doses to about 56.7 µM), usual class: cytotoxic; AID 651635; S2 cells (HEK-293 line with an ATXN2-luciferase reporter) viability, CellTiter-Fluor protease fluorescence, 24 h; 0.49% of 400,000 active; note: potency is the fitted concentration of half-maximal effect; nearly all actives have a fitted effect of over 40% in size
KB-3-1 tox = KB-3-1 parental cell cytotoxicity. KB-3-1 viability, CellTiter-Glo ATP luminescence, 72 h. 1.4% of 400,000 active. Potency, µM (series often up to 46.1 µM), for inactives: top-dose activity change, negative = cytotoxic, usual class: cytotoxic; note: potency is the fitted concentration of half-maximal effect; % is set by controls: 0 for no effect and ±100 for the full control effect; nearly all actives have a fitted effect of over 60% in size
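Multi-concentration cytotoxicity screen in KB-3-1 cells grown in DMEM lacking phenol red with 10% FBS. After 72 h at 37 °C with compound, ATP-dependent luminescence was recorded.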
SW480 rereplic = induces DNA re-replication in SW480 colon adenocarcinoma cells | SW480 DNA re-replication, Hoechst DNA content imaging, 48 h | Potency, µM (highest dose often 46.1 µM), for inactives: at the top dose re-replication activation, usual class: activators | 1.8% of 340,000 active | AID 624297; note: potency is the fitted concentration of half-maximal effect; % of control where 0% means no effect; nearly all actives have a fitted effect of over 55% in size
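Image-based read-out: total Hoechst fluorescence of nuclei (405 nm excitation, 500-530 nm emission), with hits raising the fraction of high-intensity nuclei. SW480 colon cells incubated 48 hr with compounds at 37 C.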
The depositor's hits bear a star; i = inactive; ? = inconclusive; . = not tested or not shown; & = joins results of further samples; [ ] = dose if it differs, or a comment. Unless noted, calls come from the whole dose curve; as a rule, active = well fitted curve in the direction sought with a large enough effect; inconclusive = small, poorly fitted or top-dose-only effect, or another doubt; inactive = no such curve, though single readings can be large; an effect the other way counts as inactive or inconclusive.

Short keys – A = HepG2 tox; B = HT1080-NT tox; C = IL-1B inflam inh; D = HT1080 IDH1KD tx; E = ATXN2 expr inh; F = MCF10A rerep; G = ATXN viability; H = KB-3-1 tox; I = SW480 rereplic
O=C(CSc1nc2ncc(Br)cc2[nH]1)Nc1ccccc1-c1ccccc1
  A: -19% | B: ? | C: -7 | D: ? | E: ? | F: 26µM* | G: i | H: -4% | I: 26%
Cc1ccccc1C(=O)N1CCN(c2ccc(NC(=S)NC(=O)c3ccco3)cc2)CC1
  A: -24% | B: ? | C: ? | D: ? | E: . | F: 15% | G: 14µM* | H: ? | I: -14%
CC(C)c1csc(CN2CCC(CO)(Cc3ccccc3)CC2)n1
  A: -9% | B: -16% | C: -22 | D: -11% | E: 5% | F: 9% | G: i | H: -25% | I: 7%
O=C(CN1C(=O)c2ccccc2C1=O)OCC(=O)c1ccccc1
  A: 4% | B: -8% | C: -17 | D: -4% | E: -7% | F: 0% | G: i | H: -5% | I: ?
c1ccc(CCc2nc(-c3cccnc3)no2)cc1
  A: -24% | B: 11% | C: -8 | D: 4% | E: 47%[activator] | F: -5% | G: ? | H: -2% | I: 1%
O=C1NC(=O)C2C3c4ccccc4C(c4ccccc43)C12 (stereo unspecified)
  A: -2% | B: -3% | C: 7 | D: 6% | E: 1% | F: -3% | G: i | H: 1% | I: 0%
c1coc(CSSCc2ccco2)c1
  A: -27% | B: -23% | C: 28 | D: -3% | E: -11% | F: -2% | G: i | H: ? | I: ?
COc1ccc(C(=O)COc2ccccc2C#N)cc1
  A: -23% | B: 2% | C: -18 | D: -11% | E: 83%[activator] | F: 16µM* | G: . | H: -9% | I: 1%
Nc1nnc(SCC(=O)N2CCc3ccccc3C2)s1
  A: 11% | B: 0% | C: 14 | D: 13% | E: -1%[11.3 µM] | F: -18% | G: i | H: -1% | I: -10%
Cc1ccc(C(=O)Nc2ccc3cn[nH]c3c2)cc1S(=O)(=O)N1CCCCC1
  A: -20% | B: -18% | C: 23 | D: -27% | E: 60%[activator] | F: -12% | G: i | H: -2% | I: -3%
COCCCn1c(N)c(-c2nc3ccccc3n2C)c2nc3ccccc3nc21
  A: -6% | B: -4%[9.24 µM] | C: ? | D: ? | E: ? | F: 23µM* | G: . | H: 7% | I: ?
CN(C)C=NC(=O)/C(C#N)=C1\CCc2ccccc2N1
  A: 3% | B: 6% | C: -18 | D: 2%[9.24 µM] | E: -7% | F: ? | G: ? | H: 0% | I: -4%
COc1ccccc1C(=O)Nc1nnc(S(=O)(=O)N(C)Cc2ccccc2)s1
  A: -6% | B: -7% | C: 17 | D: -12% | E: 10% | F: ? | G: i | H: -3% | I: ?
CCOc1ccccc1N1CCN(C(=O)c2ccc3nc(N)sc3c2)CC1
  A: -31% | B: -18% | C: -4 | D: -16% | E: -14% | F: ? | G: i | H: -12% | I: 27%
CCOC(=O)N1CCN(C(=O)CSc2ncnc3ccccc23)CC1
  A: -11% | B: -3% | C: -4 | D: -1% | E: 11% | F: 0% | G: i | H: 0% | I: -4%
CCCCOc1ccccc1NC(=O)C=C(C)C
  A: -1% | B: 0% | C: 6 | D: 11% | E: -1% | F: -3% | G: i | H: 6% | I: -9%
CC(C)(C)[C@H]1COC(=O)CC/C=C\C[C@@H](CC(=O)N[C@H](CO)Cc2ccccc2)C(=O)N1
  A: 24% | B: -5% | C: 31 | D: 0% | E: 2% | F: -9% | G: i | H: -15% | I: 1%
O=C(Nc1cccs1)NC1CCCC1
  A: 18% | B: 4% | C: 10 | D: 6% | E: -5% | F: 0% | G: ? | H: -2% | I: 1%
Cc1nc(SC2CC(=O)N(c3ccccc3)C2=O)n[nH]1 (stereo unspecified)
  A: 0% | B: 17% | C: -23 | D: 12% | E: ? | F: ? | G: i | H: -3% | I: 17%
COC(=O)C1=C(C)C(c2ccc(OC)cc2)NC(=O)N1 (stereo unspecified)
  A: -4% | B: -2% | C: 2 | D: -1% | E: . | F: 2% | G: i | H: 0% | I: -13%
COc1ccc(NC(=O)c2nn(C34CC5CC(CC(C5)C3)C4)cc2[N+](=O)[O-])cc1
  A: 4% | B: 8% | C: 1 | D: 8% | E: -4% | F: -3% | G: i | H: -3% | I: -4%
Fc1ccc(CN2CCN(c3ncccn3)CC2)cc1
  A: 5% | B: -2% | C: -3 | D: 6% | E: -5% | F: ? | G: i | H: 2% | I: -17%
O=C(NCC(c1ccc2c(c1)OCO2)N1CCN(c2ccccc2)CC1)C(=O)Nc1ccccc1F (stereo unspecified)
  A: -11% | B: . | C: . | D: . | E: 6% | F: . | G: i | H: -5% | I: .
O=C(O)C1CCCN1C(=O)c1cncc(Br)c1 (stereo unspecified)
  A: -1% | B: 1% | C: 6 | D: 4% | E: -2% | F: 1% | G: i | H: -5% | I: -2%
CC(C)CCNS(=O)(=O)c1ccc(N2CCCCS2(=O)=O)cc1
  A: -53% | B: . | C: . | D: . | E: -16% | F: . | G: i | H: ? | I: .

Remaining list, next part
Below each compound: HepG2 tox | HT1080-NT tox | IL-1B inflam inh | HT1080 IDH1KD tx | ATXN2 expr inh | MCF10A rerep | ATXN viability | KB-3-1 tox | SW480 rereplic
COc1ccc(/C=N/NC(=O)c2ccncc2)c(C(=O)O)c1OC
→ 28% | 2% | 18 | -10% | 6% | 4%&1% | i | 21% | -4%&-12%
O=C(CN1CCN(c2ccc(C(F)(F)F)cn2)CC1)NCc1ccc2c(c1)OCO2
→ 4% | -18% | -10 | -8% | -12% | -3% | i | -3% | -3%
COC(=O)c1cn[nH]c1NC(=S)Nc1ccccc1C
→ 8% | 4% | 1 | 3% | 70%[activator] | -4% | i | -4% | -9%
NC(=O)CSCc1c(Cl)cccc1Cl
→ 0% | 0% | 32 | 9% | -6% | -1% | i | ? | 1%
COc1cccc(CN2CC(C(=O)NCc3cccc(Cl)c3)CCC2=O)c1 (stereo unspecified)
→ 0% | -4% | 15 | 5% | 6% | -2% | i | 4% | -30%
Cc1ccc(-n2nc3c(=O)n(CCCC(=O)NCc4ccc(F)cc4)nc(C)c3c2C)cc1
→ -5%&-24% | 10% | -8 | -3% | . | 16% | i | -5% | -39%
Cc1cc(=O)[nH]c(SCCCOc2ccccc2Cl)n1
→ 2% | -3%[9.24 µM] | 19 | -11% | -3% | ? | i | ? | -7%
CC(C)[C@H](NC(=O)c1ccccc1Cl)C(=O)Nc1ccc(S(=O)(=O)Nc2nccs2)cc1
→ -30% | 1% | 1 | -20% | . | 2% | i | 2% | 1%
O=C(CNC(=O)c1ccccc1)OCc1nnc(-c2ccc(Cl)cc2)o1
→ 37% | 12% | -16 | 21% | -9% | -23% | i | -5% | -3%
COc1ccc(NC(=O)Cc2cccs2)cc1S(=O)(=O)N1CCCCC1
→ -2% | 0% | 10 | -5% | 1% | -1% | i | -15% | 0%
COc1ccc(CC(=O)Nc2ccc(N3CCCC3)c(C)c2)cc1
→ 3% | -1% | -21 | -1% | 40%[activator] | 8% | i | -2% | -5%
O=C(Cn1cc(C(F)(F)F)cc(Cl)c1=O)NCCc1ccccc1
→ 7% | 4% | 17 | 2% | -2% | -9% | i | 3% | -6%
CCCNC(=O)C(=O)N/N=C/c1ccc(OCc2ccccc2)cc1
→ -7% | -2% | -10 | 2% | 13% | 0% | i | 20% | -5%
O=C(Oc1ccccc1)c1ccccc1C(=O)Oc1ccccc1
→ 0% | 1% | 54 | -3% | 5% | 11% | i | 0% | -6%
CCN(C(=O)c1ccccc1F)c1nc(-c2ccc(OC)cc2)cs1
→ -7% | ? | 0 | -9% | 17% | ? | i | ? | -2%

Sorted by molecular weight (rising): part of the list above
Below each compound: HepG2 tox | HT1080-NT tox | IL-1B inflam inh | HT1080 IDH1KD tx | ATXN2 expr inh | MCF10A rerep | ATXN viability | KB-3-1 tox | SW480 rereplic
NC(=O)CSCc1c(Cl)cccc1Cl
→ 0% | 0% | 32 | 9% | -6% | -1% | i | ? | 1%
O=C(Oc1ccccc1)c1ccccc1C(=O)Oc1ccccc1
→ 0% | 1% | 54 | -3% | 5% | 11% | i | 0% | -6%
COc1ccc(/C=N/NC(=O)c2ccncc2)c(C(=O)O)c1OC
→ 28% | 2% | 18 | -10% | 6% | 4%&1% | i | 21% | -4%&-12%
CCCNC(=O)C(=O)N/N=C/c1ccc(OCc2ccccc2)cc1
→ -7% | -2% | -10 | 2% | 13% | 0% | i | 20% | -5%
O=C(Cn1cc(C(F)(F)F)cc(Cl)c1=O)NCCc1ccccc1
→ 7% | 4% | 17 | 2% | -2% | -9% | i | 3% | -6%
COc1ccc(NC(=O)Cc2cccs2)cc1S(=O)(=O)N1CCCCC1
→ -2% | 0% | 10 | -5% | 1% | -1% | i | -15% | 0%
CC(C)[C@H](NC(=O)c1ccccc1Cl)C(=O)Nc1ccc(S(=O)(=O)Nc2nccs2)cc1
→ -30% | 1% | 1 | -20% | . | 2% | i | 2% | 1%

(list continues)
Below each compound: HepG2 tox | HT1080-NT tox | IL-1B inflam inh | HT1080 IDH1KD tx | ATXN2 expr inh | MCF10A rerep | ATXN viability | KB-3-1 tox | SW480 rereplic
Cc1cc(N2CCOCC2)c2c(N)c(C)cc(C)c2n1
→ 0% | 4% | -5 | 5% | 10% | 6% | i | 25% | 0%
O=S(=O)(c1ccc(-c2csc(-c3cccnc3)n2)cc1)N1CCOCC1
→ -16% | 0% | -14 | 0% | -16% | ? | i | 1% | 14%
C=CCOC(=O)C1=C(C)NC(SCC(N)=O)=C(C#N)C1c1cccs1 (stereo unspecified)
→ -3% | -2% | -10 | -16% | -4% | 14% | i | -2% | ?
O=C(NCc1ccco1)c1cccc(-c2cncc3nccn23)c1
→ 4% | ? | 18 | 16% | 2% | . | i | 0% | .
O=C(c1cc2c(=O)n3ccccc3nc2s1)N1CCN(Cc2ccccc2)CC1
→ 3% | -1% | 26 | -12% | 13% | 25% | i | 1% | 10%
O=C(Nc1ccccc1Br)C1CCCN1S(=O)(=O)c1cccc2nsnc12 (stereo unspecified)
→ -29% | 3% | 3 | -1% | -5% | 0% | i | -8% | ?
